# JMJD2C inh: inhibitors of GASC-1 histone demethylase, primary screen, biochemical, fluorescence, DELFIA europium. Lysine-specific demethylase 4C (Homo sapiens), Q9H3R0. GST-JMJD2C(1-420) H3K9me3 demethylation. inhibition, % at 2.35 µM. 0.069% of 330,000 active. AID 2099, 2009;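 active = more than half of a compound's replicate wells show inhibition beyond 50%, single wells judged on their own value; inconclusive = some, but no more than half, of replicates pass 50% inhibition; inactive = no replicate passes 50% inhibition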;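 also: signal counts dimethyl H3K9 product captured on neutravidin plate; 0% = median of DMSO wells and 100% = 0.3 times that DMSO median; strong numbers were not always called active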
# Target sequence (Q9H3R0 1-420 limits assumed): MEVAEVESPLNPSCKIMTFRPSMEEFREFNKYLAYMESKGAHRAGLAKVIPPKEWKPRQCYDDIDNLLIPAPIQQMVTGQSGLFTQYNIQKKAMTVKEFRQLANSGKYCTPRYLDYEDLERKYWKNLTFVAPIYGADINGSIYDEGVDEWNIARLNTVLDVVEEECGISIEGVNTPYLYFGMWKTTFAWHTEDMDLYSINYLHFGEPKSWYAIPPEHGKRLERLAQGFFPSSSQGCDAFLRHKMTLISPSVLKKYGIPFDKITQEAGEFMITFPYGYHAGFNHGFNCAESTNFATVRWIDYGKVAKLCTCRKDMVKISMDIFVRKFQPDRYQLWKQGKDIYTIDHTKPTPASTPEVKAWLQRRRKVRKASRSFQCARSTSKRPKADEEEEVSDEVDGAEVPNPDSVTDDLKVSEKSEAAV
# EBNA-1 inh: EBNA-1 DNA-binding inhibitors, primary screen, biochemical, fluorescence polarization. 0.34% of 300,000 active. inhibition, % at 14.8 µM; in the data active = inhibition above about 28%
# Fh CTSL1 inh: Fasciola hepatica cathepsin L1 inhibitors, primary screen, counter-screen for PFM18AAP inhibitor project, biochemical, QFRET, fluorogenic peptide substrate | recombinant F. hepatica cathepsin L1, Z-Leu-Arg-MCA fluorescence | inhibition, % at 5.96 µM | 0.49% of 300,000 active;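 active = inhibition above the mean of all tested compounds plus 3 SD, set per screening campaign, cut at about 17% in these data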;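 also: 0% = plate median of test compound wells and 100% = 1 µM Z-Phe-Ala-diazomethylketone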
# Yeast superoxide: reduction of superoxide in aged yeast, primary screen, HTS | S. cerevisiae aged cells, superoxide DHE fluorescence; hits give low values | superoxide response (% of plate mean), % at 10 µM | 0.18% of 330,000 active | AID 2690, 2010;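 active = superoxide response under a set limit, about three screen SD below normal, cut at about 65% in these data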;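 also: yeast aged for seven days with compound at 30 °C before DHE staining; 100% = average MFI of all compound-treated wells on the plate with controls excluded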
# TPT1 inhibitor: Candida albicans TPT1 enzyme inhibitors, primary screen, biochemical, fluorescence polarization; recombinant caTPT1, FP RNA substrate dephosphorylation; inhibition, % at 5 µM; AID 1962, 2009; tRNA 2'-phosphotransferase TPT1 (Candida albicans SC5314); 0.81% of 300,000 active;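 active = inhibition above the mean of all tested compounds plus 3 SD, set per screening campaign, cut at about 24% in these data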;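 also: plate controls were DMSO alone for no effect and ferristatin control at 100 nM for full effect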
# PP1 inh: PP1-alpha phosphatase inhibitors, primary screen, counter-screen for PP5 inhibitor project, biochemical, fluorescence, OMFP substrate, single point; Serine/threonine-protein phosphatase PP1-alpha catalytic subunit (Homo sapiens), P62136; purified PP1alpha; inhibition, % at 6.7 µM; 0.9% of 320,000 active; AID 2235, 2010;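 active = inhibition above the mean inhibition of all tested compounds plus 3 SD, computed separately for each screening campaign, cut at about 15% in these data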
# Target sequence (P62136 whole entry, looked up): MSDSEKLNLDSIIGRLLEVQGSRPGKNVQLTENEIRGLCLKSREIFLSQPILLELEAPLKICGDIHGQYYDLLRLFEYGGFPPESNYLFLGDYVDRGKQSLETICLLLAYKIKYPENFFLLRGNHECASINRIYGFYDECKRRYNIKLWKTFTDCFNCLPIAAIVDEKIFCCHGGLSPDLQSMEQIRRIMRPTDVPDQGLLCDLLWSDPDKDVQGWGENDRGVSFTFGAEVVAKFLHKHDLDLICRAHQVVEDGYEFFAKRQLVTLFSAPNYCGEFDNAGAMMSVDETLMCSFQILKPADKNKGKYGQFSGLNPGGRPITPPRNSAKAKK
# PP5 primary: PP5 phosphatase inhibitors, primary screen, biochemical, fluorescence. 0.18% of 320,000 active. inhibition, % at 6.7 µM. AID 1987, 2009. purified PP5c, OMFP substrate fluorescence;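 active = inhibition above the campaign's mean inhibition across all tested compounds plus 3 SD, cut at about 9.5% in these data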;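 also: 0% = DMSO only and 100% = 100 µM cantharidin control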
# ZTA DNA inh: blocks Epstein-Barr virus ZTA, an EBNA-1 counter-screen; P03206; ZTA-DNA binding, fluorescence polarization; 0.15% of 320,000 active; inhibition, % at 11 µM; in the data active = inhibition above about 33%
# Target sequence (P03206 whole entry, looked up): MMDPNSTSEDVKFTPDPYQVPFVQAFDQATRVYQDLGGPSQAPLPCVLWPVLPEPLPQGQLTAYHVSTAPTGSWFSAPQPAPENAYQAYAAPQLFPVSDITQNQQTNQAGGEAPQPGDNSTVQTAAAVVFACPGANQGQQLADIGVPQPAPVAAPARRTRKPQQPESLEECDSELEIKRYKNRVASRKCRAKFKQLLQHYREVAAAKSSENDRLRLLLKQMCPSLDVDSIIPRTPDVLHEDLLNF
# HCV core dimer: inhibitors of HCV core protein dimerization, primary screen, biochemical, TR-FRET, high-throughput | TR-FRET GST/Flag-core106 dimerization, 1536-well | inhibition, % at 5 µM | 0.33% of 300,000 active | AID 1899, 2009;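 active = inhibition above the mean of all tested compounds plus 3 SD, set per screening campaign, cut at about 45% in these data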
#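 test system = GST/Flag-tagged HCV core106 proteins | probe or stimulus = Eu donor and XL665 acceptor anti-tag antibodies | times = compound-protein-antibody incubation 4 h at 22.5 °C | signal = TR-FRET, excitation 340 nm, emission 617 and 671 nm | measure = percent inhibition of core106 dimerization signal | controls = wells lacking GST-core106 and wells with excess unlabelled core106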
# * hit, by the source's call; i = inactive; ? = inconclusive; / = no result given; & = joins results of further samples.
SMILES,JMJD2C inh,EBNA-1 inh,Fh CTSL1 inh,Yeast superoxide,TPT1 inhibitor,PP1 inh,PP5 primary,ZTA DNA inh,HCV core dimer
CCc1ccc(C(=O)N/N=C/c2cccc3ccccc23)nc1,-9.7,-9.2,-1.1,109.9,0.0,4.8,4.8,-13.6,-1.7
O=C(Oc1ccc(/C=N/O)cc1)c1ccccc1,-8.9,-0.7,-3.6,86.4,2.7,-2.1,1.7,3.9,0.9
CCN(CC)C(=O)c1cc2c(=O)c3cc(Cl)ccc3oc2nc1C,20.8,2.1,-0.6,115.9,0.6,-1.3,2.7,6.5,2.2
O=[N+]([O-])c1ccc(Cc2nnc(-c3ccc(F)cc3)o2)cc1,-1.5,-7.4,-0.6,108.7,-3.2,-3.5,-0.5,-3.6,2.6
CC(=O)Nc1sc(-c2ccccc2)nc1-c1ccccc1,0.3,-3.0,-1.2,103.2,0.4,-1.6,-1.6,6.2,-0.5
CCN(CC)c1ccc(C(=O)OCc2cc(=O)oc3cc(O)ccc23)cc1,0.8,1.2,2.9,106.1,-7.3,3.3,1.4,-5.8,49.7*
O=C(CSC1=NCCN1)Nc1ccccc1[N+](=O)[O-],-8.7,-4.2,3.9,112.3,-4.6,-2.9,-2.3,-3.3,0.1
O=C(c1ccc(Cl)cc1)N(Cc1ccco1)C1CCS(=O)(=O)C1 (centres undefined),45.1,3.6,-1.3,103.6,-3.0,-4.0,0.0,5.6,-4.9
CCCN(CC(=O)Nc1ccccc1C)C(=O)C1CC(=O)N(Cc2ccccc2)C1 (centres undefined),-29.2,-7.4,3.2,100.2,-0.6,-1.8,0.9,8.9,0.2
Cc1ccc(C2OCC3(CO2)COC(c2ccc(C)cc2)OC3)cc1 (centres undefined),2.8,2.1,0.8,96.8,-0.8,1.0,-0.5,-0.6,-5.6
COc1ccc(-n2c(Cc3cccn3C)nnc2SCC(=O)Nc2ccccc2)cc1,-18.1&-2.9,-6.1,-3.8,100.8,3.6,-2.8,0.4,-1.4,8.2
Cc1ccc(C)c2[nH]c(=O)c(CCNC(=O)c3cccs3)cc12,4.6,-12.4,-1.1,95.2,-3.3,-6.4,-0.6,-1.9,6.0
O=C(O)C1CSC2(c3ccc4c(c3)OCCO4)CCC(=O)N12 (centres undefined),-13.7,12.2,0.2,80.4,-0.3,-1.9,0.4,2.6,-1.3
N#C/C(=C\c1cccc(O)c1)C(=O)N1CCCCC1,-10.8,0.0,-0.9,90.5,1.1,-2.3,4.8,7.6,-7.5
O=C(NNc1nc(-c2ccccc2)c2cc(Br)ccc2n1)c1ccc(S(=O)(=O)N2CCOCC2)cc1,6.7,7.6,-2.7,119.8,-3.8,-4.8,2.1,-1.6,30.0
CCS(=O)(=O)N1CCC(C(=O)NCc2cccc(OC)c2)CC1,14.9,-17.4,-2.8,123.0,-4.6,-1.5,1.1,-16.6,-16.9
COc1ccccc1NC(=O)C1(c2ccccc2)CCCC1,-12.4,7.9,6.0,104.3,-1.1,-0.2,-0.2,-6.7,-5.9
O=C(NC(=S)Nc1cc(C(F)(F)F)ccc1N1CCOCC1)c1ccco1,-3.7,-8.5,0.6,117.2,0.6,3.4,2.5,-9.4,-0.9
CSCCC(CO)NC(=O)OCc1ccccc1 (centres undefined),-5.1,-6.1,-0.3,113.8,2.0,3.7,-0.5,5.5,0.0
CCCSc1ccc([C@@H]2[C@H]3C(=O)N(CC)C(=O)[C@H]3[C@]3(C(=O)OC)CCCN23)cc1OC,3.2,16.5,-2.1,97.4,0.7,1.1,1.6,9.6,6.3

# Limited to HCV core dimer and Yeast superoxide, for three of the compounds above:
compound	HCV core dimer	Yeast superoxide
O=C(O)C1CSC2(c3ccc4c(c3)OCCO4)CCC(=O)N12 (centres undefined)	-1.3	80.4
CCCSc1ccc([C@@H]2[C@H]3C(=O)N(CC)C(=O)[C@H]3[C@]3(C(=O)OC)CCCN23)cc1OC	6.3	97.4
CCS(=O)(=O)N1CCC(C(=O)NCc2cccc(OC)c2)CC1	-16.9	123.0

# Next section:
SMILES,JMJD2C inh,EBNA-1 inh,Fh CTSL1 inh,Yeast superoxide,TPT1 inhibitor,PP1 inh,PP5 primary,ZTA DNA inh,HCV core dimer
O=C(CCNC(=O)N1CC(=O)Nc2ccccc21)Nc1ccc(Cl)cc1,-8.3,-11.9,1.3,94.2,1.8,-3.3,2.5,-20.4,-2.7
COc1ccc(C2C(C(=O)N3CC(C)CC(C)C3)c3ccccc3C(=O)N2C)cc1 (centres undefined),10.7,-2.8,-3.5,90.0,-3.7,1.1,2.8,-16.9,-0.7
Cc1ccccc1C1NC(=S)NC2=C1C(=O)CC(C)(C)C2 (centres undefined),-4.0,-6.3,1.5,103.5,-2.6,-0.2,0.1,6.4,-11.9
CCOCCCNC(=O)C1CCC(=O)N1CCc1ccccc1 (centres undefined),21.9,9.0,-0.1,96.7,-3.8,-4.1,0.5,0.1,-4.1
N#Cc1cc([N+](=O)[O-])ccc1NC(=O)COC(=O)C1CC2CCCC(C1)C2=O (centres undefined),0.2,-3.5,-5.7,141.7,1.3,-7.9,2.2,-6.0,-1.3
CCOC(=O)c1c(C)[nH]c(C(=O)COC(=O)c2ccccc2NC(=O)c2ccco2)c1C,-3.6,-14.5,-3.5,110.1,0.3,0.1,1.7,6.8,29.5
Cc1ccc(-n2c(SCC(=O)NCCC3=CCCCC3)nc3n[nH]c(C)c3c2=N)cc1Cl,30.0,9.0,-0.8,77.0,0.5,3.3,2.2,-10.9,5.9
Cc1ccc(OC(C)C(=O)N(C)Cc2ccccc2)c([N+](=O)[O-])n1 (centres undefined),2.8,-3.0,-3.8,116.2,-1.7,-0.1,1.8,0.7,-9.1
CC(C)Oc1cccc(C(=O)C2CCCN(C(=O)c3ccoc3)C2)c1 (centres undefined),28.8,-3.4,-1.9,107.5,-0.9,-7.1,-0.1,-0.6,-1.1
CCOCCCNC(=O)c1c[nH]c2ccc(S(=O)(=O)Nc3cccc(OC)c3)cc2c1=O,?,-12.7,-0.4,117.3,0.9,-2.0,-3.1,7.7,9.8
OCCCCNCc1ccc(OCc2ccccc2Cl)cc1,-1.2,-1.7,-2.6,101.4,-5.6,-2.1,3.2,-15.4,-1.8
CCCC1CCC(C(=O)n2nc(N)c3cc4ccc(OC)cc4nc32)CC1 (centres undefined),13.9,2.2,-4.1,108.2,-1.1,-4.4,-1.5,4.5,-0.1
Cc1ccc(-c2nn(-c3ccccc3)cc2CN(C)C(=O)CCC(=O)O)cc1C,-4.3,-17.9,-3.6,112.4,-2.0,-2.2,4.1,14.1,5.8
CN1C(C)(C)c2ccccc2OS1(=O)=O,?,9.8,-1.6,95.6,-3.2,-0.2,0.0,2.4,-11.9
CCOC(=O)c1cnc(-c2ccccc2)nc1Oc1ccc(Cl)c(Cl)c1,-0.7,0.2,-4.4,104.5,1.8,-3.6,3.2,-4.1,-5.2
O=C(COC(=O)/C=C/c1ccccc1F)Nc1nnc(-c2ccccc2)o1,-1.4,-5.8,1.6,92.1,0.8,21.3*,-2.6,5.2,3.4
COc1ccc(NS(=O)(=O)c2ccc(OCC(=O)N3CCCC3)cc2)cc1,13.7,18.2,-2.1,96.2,0.2,0.4,-1.3,10.2,0.4
O=C(N/N=C/c1cccc(C(F)(F)F)c1)c1cc2c(s1)-c1ccccc1CC2,i,-7.8,3.2,104.7,-4.0,-1.2,-0.2,15.1,-8.2
CCOc1ccc(S(=O)(=O)N(C)CC(=O)NCc2ccc3c(c2)OCO3)cc1,-31.8,-2.7,-4.1,99.8,-0.3,0.0,0.7,0.1,-3.9
C[C@@H](C(=O)N[C@@H](Cc1ccccc1)C(=O)O)n1nnc2ccccc2c1=O,-0.1,3.2,3.1,101.9,2.5,-2.4,1.4,-5.7,-1.2
COc1cccc(CNC(=O)COc2cc3c(c4oc(=O)cc(C)c24)CCC(C)(C)O3)c1,4.9,6.1,6.9,87.8,-7.9,4.9,5.1,-12.8,12.4
C1CNC(C23CC4CC(CC(C4)C2)C3)=N1,1.0,-0.2,-0.7,93.8,1.0,1.5,2.1,2.7,-3.1
COc1ccc(-n2cc(CNCc3cnc4ccccn34)c(-c3cccc(F)c3)n2)cc1,2.0,-1.6,0.0,87.5,-0.8,12.2,4.3,-29.3,-8.9
COC(=O)C[n+]1cccc2ccccc21,-2.9,-7.0,0.9,105.1,-63.6,-4.5,-2.2,7.2,-2.7
O=C(c1ccc(Br)o1)N1CCN(c2ccc3nnc(-c4ccc(F)cc4)n3n2)CC1,-1.6,12.0,-2.0,98.7,-2.2,6.4,2.1,10.8,1.5
CC(CC1CC(C)(C)OC1=O)C(=O)Nc1nncs1 (centres undefined),10.6,-3.5,3.7,94.0,-3.2,-2.5,-1.4,11.8,-0.5
CCOC(=O)N1CCN(C(=S)NC(=O)c2cncc(Br)c2)CC1,-1.7,4.7,1.5,96.5,-1.0,-2.1,-2.5,16.0,3.1
CCc1nnc(NC(=O)c2ccc(Br)o2)s1,25.1,-10.7,-0.7,103.4,0.9,1.6,-0.1,-2.3,6.4
CCOC(=O)c1c(S(=O)(=O)Nc2ccccc2OCC)c(C)n(C)c1C,2.4,-2.6,-3.4,88.8,-1.3,-1.0,-1.0,12.7,-1.2
CN1CCN(C(CNS(=O)(=O)c2ccc([N+](=O)[O-])cc2)c2ccc(F)cc2)CC1 (centres undefined),-27.8,4.8,2.7,101.3,-0.9,-1.8,-0.6,11.0,1.0
COc1ccc(OC)c(/C=C/C(=O)OCC(=O)Nc2nnc(-c3ccccc3)o2)c1,4.2,/,/,98.3,/,32.7*,0.9,6.5,/
O=C1C=CCCC1,0.3,/,/,77.4,/,-5.3,3.1,-4.4,/
CCn1c(SCC(=O)N2CCCCCC2)nc2c([nH]c3ccccc32)c1=O,2.7,1.2,2.3,98.1,-2.6,0.4,-0.3,-2.6,3.7
Cc1ccccc1NCC(=O)N/N=C/C(Br)=C/c1ccccc1,-1.8,-12.1,1.2,104.8,1.8,-4.6,3.8,4.8,3.0
O=C(COC(=O)/C=C/c1ccccc1)Nc1cc(C(F)(F)F)ccc1N1CCOCC1,5.0,54.8*,-4.4,96.3,-0.3,-5.0,2.8,-10.5,8.8
O=C(CSc1nnc(SCc2cccc3ccccc23)s1)N=Nc1c(O)[nH]c2ccccc12,14.1,2.1,0.5,99.7,-1.9,-3.4,1.6,8.1,9.9
C=CCN1C(=O)c2ccc(C(=O)N3CCN(S(=O)(=O)c4cccc(Cl)c4)CC3)cc2C1=O,0.0,8.6,2.2,98.6,-0.6,-4.7,-0.5,5.7,-2.1
CCOCCCNC(=O)c1cn(C)c(=O)c2cc(OC)c(OC)cc12,4.1,-0.8,2.7,89.1,-3.6,-1.7,-0.7,-6.6,-5.1
CN(CC(=O)NCCc1ccc(F)cc1)Cc1ccccc1,1.8,-3.9,3.0,100.0,-5.2,1.5,2.6,-9.3,-17.5
COCC(C)NC(=O)c1cc2cc(OC)ccc2[nH]1 (centres undefined),-8.1,-3.7,-0.7,88.1,1.4,-5.4,-1.7,8.4,0.2

# High-throughput results: PubChem BioAssay, several laboratories
